Compound activity deposited in PubChem by National Center for Advancing Translational Sciences (NCATS).
D1 ag: agonists of human D1 dopamine receptor | AID 504660 | P21728 | HEK293 T-REx D1 cells, calcium flux, agonist mode | 360,000 tested, 1% active | activation, % at 2 µM; also: 0% is about no effect
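Agonism was scored from calcium flux recorded over 180 s (1 read/s) after pintool compound addition, following a 10-cycle baseline. Cells were inducible force-coupled HEK293 TREx D1, plated overnight at 30 C and loaded with no-wash calcium dye.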
D1 potentiator: human D1 dopamine receptor positive modulation | P21728 | HEK293 TREx D1 cells, calcium flux, dopamine EC20 potentiation | 360,000 tested, 0.036% active | potentiation, % at 10 µM | AID 504651; in the data active = potentiation above about 30%; also: 0% is about no effect
D2 ag: agonists of human D2 dopamine receptor; HEK293 T-REx D2 cells, calcium flux agonist mode; AID 485358; activation, % at 2 µM; 340,000 tested, 0.53% active; P14416;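 active = activation over 3 SD above normal in the single-dose calcium agonist read, cut at about 30% in these data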; also: 0% is about no effect
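Agonism scored from kinetic calcium signal (1 read/sec, 180 s) following compound pin transfer, after a 10 s baseline. Cells: HEK293 Trex line expressing inducible D2 receptor coupled to calcium, dye-loaded after overnight culture at 30 C.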
D2 PAM: positive allosteric modulators of human D2 dopamine receptor; HEK293 T-REx D2, calcium flux, EC20 dopamine potentiation; potentiation, % at 10 µM; P14416; AID 485347; 340,000 tested, 0.34% active;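 active = potentiation over 3 SD above the plate norm, cut at about 30% in these data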; also: 0% is about no effect
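Potentiation of an EC20 dopamine calcium response measured kinetically over 180 s, after a preceding 180 s compound-only read flagging agonists. Cells: inducible Hek293 Trex D2 line, 4000/well, cultured overnight at 30 C before dye loading.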
D1 antagonist: blocks dopamine activation of the human D1 receptor; P21728; HEK293 TREx D1 cells, calcium flux, dopamine EC80; hits give low values; activity change, negative = inhibition, % at 10 µM; 360,000 tested, 3.2% active; AID 504652; in the data active = activity change below about -30%; also: % is scaled to controls: 0 for no effect and ±100 for the full control effect
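Using tetracycline-induced force-coupled D1 Hek293 cells and a calcium dye, signals were followed for 180 s after compound, then for 180 s after EC80 dopamine, to detect inhibitors.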
TRHR ag: agonists of human TRH receptor. P34981. TRHR cells, calcium flux fluo-8, FDSS agonist mode. activation, % at 2 µM. 360,000 tested, 0.18% active. AID 493084; also: 0% is about no effect
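Read-out: compound-evoked intracellular calcium rise in TRHR cells, fluo-8 dye, kinetic FDSS fluorescence at 1 s/cycle following a 10-cycle baseline. Cells cultured overnight before dye loading (30 min–1.5 h, RT).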
D2 antagonist: antagonists of human D2 dopamine receptor. 340,000 tested, 2% active. inhibition, % at 10 µM. HEK293 TREx D2 cells, calcium flux, dopamine EC80; in the data active = inhibition above about 30%; also: 0% is about no effect
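Calcium flux kinetic readout in an inducible HEK293 TREx D2 line plated overnight at 30 C. After 180 s compound exposure, an EC80 dopamine challenge follows with another 180 s kinetic read to detect antagonism.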
RXFP1 antag: RXFP1 (human) relaxin receptor antagonism. activity change, negative = inhibition, % at 57.5 µM. Q9HBX9. 350,000 tested, 0.59% active. AID 1259400. HEK293-RXFP1, relaxin-stimulated cAMP HTRF, 30 min; hits give low values;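 active = activity change of -60% or lower, but not beyond a set lower limit; inconclusive = change between -60% and -40%, or beyond the set limit; inactive = change above -40%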; also: % is scaled to controls: 0 for no effect and ±100 for the full control effect
Target sequence (Q9HBX9 whole entry, looked up): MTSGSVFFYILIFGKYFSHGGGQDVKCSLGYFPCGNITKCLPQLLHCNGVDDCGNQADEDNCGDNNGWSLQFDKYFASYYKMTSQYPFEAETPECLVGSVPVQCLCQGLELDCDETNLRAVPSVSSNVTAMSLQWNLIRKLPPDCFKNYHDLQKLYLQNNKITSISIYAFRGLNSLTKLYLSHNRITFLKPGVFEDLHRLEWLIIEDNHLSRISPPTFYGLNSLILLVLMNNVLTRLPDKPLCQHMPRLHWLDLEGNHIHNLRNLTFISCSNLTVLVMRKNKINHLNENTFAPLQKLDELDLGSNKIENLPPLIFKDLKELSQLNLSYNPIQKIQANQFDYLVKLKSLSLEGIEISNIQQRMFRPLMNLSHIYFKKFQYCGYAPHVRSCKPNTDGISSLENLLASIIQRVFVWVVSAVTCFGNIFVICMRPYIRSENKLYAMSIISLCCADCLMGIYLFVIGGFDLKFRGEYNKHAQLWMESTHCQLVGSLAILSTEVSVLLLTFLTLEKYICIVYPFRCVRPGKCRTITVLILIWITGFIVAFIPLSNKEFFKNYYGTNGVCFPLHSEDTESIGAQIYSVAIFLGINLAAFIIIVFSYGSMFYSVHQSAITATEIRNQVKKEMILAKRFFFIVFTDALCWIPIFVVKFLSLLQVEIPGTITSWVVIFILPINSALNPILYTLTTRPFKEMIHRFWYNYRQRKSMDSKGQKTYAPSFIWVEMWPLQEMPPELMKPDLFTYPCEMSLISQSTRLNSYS
TRHR PAM: TRH receptor (human) allosteric enhancement. 360,000 tested, 0.66% active. TRHR cells, fluo-8 calcium fluorescence, EC20 TRH enhancement. enhancement, % at 2 µM. P34981. AID 493056; in the data active = enhancement above about 30%; also: 0% is about no effect
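Enhancer read-out: after compound pinning and an initial kinetic agonist-mode read, an EC20 of TRH (10 nM final) was injected and fluo-8 calcium signal (Ex 480/Em 530) followed at 1 s/cycle for 100 cycles in TRHR-expressing cells.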
Active calls of the source: *; ? = inconclusive; nt = no result given. Rule as the data show it, unless noted: active = activation above about 30%; inactive = the rest.

item	canonical_smiles	D1 ag	D1 potentiator	D2 ag	D2 PAM	D1 antagonist	TRHR ag	D2 antagonist	RXFP1 antag	TRHR PAM
1	O=C(Nc1ccc(Cl)cc1)Nc1nnc(-c2ccncc2)s1	12	2	2.7	16	-7	0.7	-15	nt	5
2	Fc1ccccc1-c1csc(=Nc2cccnc2)n1CCCn1ccnc1	9	-7	-0.9	-5	14	0.4	0	3	-1
3	COc1ccc(OC)c(NC(=O)CN(Cc2ccc(F)cc2)C2CCCCC2)c1	5	17	0.1	7	17	0.4	0	-10	-3
4	Cc1cc(C(=O)N2CCCCCC2)cs1	1	4	-0.5	-4	17	-0.1	27	4	14
5	O=C(CSCSCC(=O)NCC1CCCO1)NCC1CCCO1 (configuration not stated)	2	-4	-0.1	11	1	-0.6	9	-3	-2
6	O=[N+]([O-])c1cc(-c2cnc3ccccc3n2)ccc1Oc1ccc(F)cc1	6	-4	-0.4	18	-1	0.3	-4	-19	-1
7	COC(=O)CN1C(=O)[C@H]2[C@@H](c3ccc(C)o3)N3C(=O)CN(CCO)C(=O)[C@@]3(C)[C@H]2C1=O	2	5	-0.8	0	15	0.9	-27	nt	0
8	CN1CCN(S(=O)(=O)c2ccc(Sc3nnc(-c4cccs4)n3-c3ccccc3)nc2)CC1	0	-7	0.0	-2	1	-0.1	-3	1	-8
9	O=C(NC(=S)Nc1ccccn1)c1cncc(Br)c1	2	-10	0.3	-9	-7	0.4	0	-2	-5
10	Cc1cnc(C(=O)N2CCN(c3ccc(C(F)(F)F)cn3)CC2)cn1	2	0	nt	-2	-2	0.2	8	-6	-1
11	O=c1c2ccccc2[nH]c2ccc(F)cc12	1	-1	0.5	-2	-2	0.3	-6	-11	-3
12	COc1ccc(N(CC(=O)NCc2ccco2)S(=O)(=O)c2ccc(C)cc2)cc1	2	9	-0.5	-1	21	-0.8	-7	-21	6
13	COC(CN1C(=O)C(=O)/C(=C(/O)c2ccccc2)C1c1ccccn1)OC (configuration not stated)	2	-6	0.2	3	-5	1.0	11	5	-2
14	Cc1ccccc1CCNC(=O)c1ccc2c(c1)nc1n2CCC(C)C1 (configuration not stated)	-1	0	1.5	-8	-3	-0.3	nt	-12	-5
15	CC1CCN(C(=O)c2ccc(-c3ccccc3Cl)o2)CC1	27	-2	-0.4	4	-20	-0.3	19	-1	5
16	CCCCCCCCCCCCCCCC[n+]1cccc2ccccc21	4	-9	1.8	-10	-11	0.5	-7	?	13
17	Cc1ccc(-n2nc3c(=O)n(CC(=O)NCc4ccccc4Cl)nc(C)c3c2C)cc1	0	6	0.4	10	1	0.5	15	-12	4
18	CCn1c(SCC(=O)N2CCOCC2)nnc1-c1cccs1	0	-5	0.0	13	-1	-0.8	-6	-6	4
19	CC(C)C[C@H](NC(=O)N1CCn2c1nc1ccccc12)C(=O)NCc1ccc2c(c1)OCO2	3	-2	-0.4	3	23	0.2	4	-7	-1
20	CCCCC1=C([O-])C2N=CC=CC2=[N+](c2ccccn2)C1=O (configuration not stated)	1	-3	1.1	3	3	-0.1	-1	-3	-2

Reformatted screen by screen: part of the list above
1	O=C(Nc1ccc(Cl)cc1)Nc1nnc(-c2ccncc2)s1
2	Fc1ccccc1-c1csc(=Nc2cccnc2)n1CCCn1ccnc1
3	COc1ccc(OC)c(NC(=O)CN(Cc2ccc(F)cc2)C2CCCCC2)c1
4	Cc1cc(C(=O)N2CCCCCC2)cs1
5	O=C(CSCSCC(=O)NCC1CCCO1)NCC1CCCO1 (configuration not stated)
6	O=[N+]([O-])c1cc(-c2cnc3ccccc3n2)ccc1Oc1ccc(F)cc1
7	COC(=O)CN1C(=O)[C@H]2[C@@H](c3ccc(C)o3)N3C(=O)CN(CCO)C(=O)[C@@]3(C)[C@H]2C1=O
8	CN1CCN(S(=O)(=O)c2ccc(Sc3nnc(-c4cccs4)n3-c3ccccc3)nc2)CC1
9	O=C(NC(=S)Nc1ccccn1)c1cncc(Br)c1
10	Cc1cnc(C(=O)N2CCN(c3ccc(C(F)(F)F)cn3)CC2)cn1

screen / no.	1	2	3	4	5	6	7	8	9	10
D1 ag	12	9	5	1	2	6	2	0	2	2
D1 potentiator	2	-7	17	4	-4	-4	5	-7	-10	0
D2 ag	2.7	-0.9	0.1	-0.5	-0.1	-0.4	-0.8	0.0	0.3	nt
D2 PAM	16	-5	7	-4	11	18	0	-2	-9	-2
D1 antagonist	-7	14	17	17	1	-1	15	1	-7	-2
TRHR ag	0.7	0.4	0.4	-0.1	-0.6	0.3	0.9	-0.1	0.4	0.2
D2 antagonist	-15	0	0	27	9	-4	-27	-3	0	8
RXFP1 antag	nt	3	-10	4	-3	-19	nt	1	-2	-6
TRHR PAM	5	-1	-3	14	-2	-1	0	-8	-5	-1

11	O=c1c2ccccc2[nH]c2ccc(F)cc12
12	COc1ccc(N(CC(=O)NCc2ccco2)S(=O)(=O)c2ccc(C)cc2)cc1
13	COC(CN1C(=O)C(=O)/C(=C(/O)c2ccccc2)C1c1ccccn1)OC (configuration not stated)
14	Cc1ccccc1CCNC(=O)c1ccc2c(c1)nc1n2CCC(C)C1 (configuration not stated)

screen / no.	11	12	13	14
D1 ag	1	2	2	-1
D1 potentiator	-1	9	-6	0
D2 ag	0.5	-0.5	0.2	1.5
D2 PAM	-2	-1	3	-8
D1 antagonist	-2	21	-5	-3
TRHR ag	0.3	-0.8	1.0	-0.3
D2 antagonist	-6	-7	11	nt
RXFP1 antag	-11	-21	5	-12
TRHR PAM	-3	6	-2	-5

Next section.
item	canonical_smiles	D1 ag	D1 potentiator	D2 ag	D2 PAM	D1 antagonist	TRHR ag	D2 antagonist	RXFP1 antag	TRHR PAM
21	Cc1ccc(NC(=O)CSc2ncc3ccccn23)cc1C	4	-9	-5.6	15	-11	-0.2	-1	-21	-2
22	COc1ccccc1N1C(=O)c2ccc(C(=O)Nc3ccccc3O)cc2C1=O	11	-11	-0.4	11	-10	-0.7	-9	-2	2
23	C=CCc1cc(Cl)ccc1OCCNCCN1CCOCC1	12	-7	-0.3	-24	-87*	2.7	-31	-21	-2
24	O=C(/C=N/O)NCC1CCNCC1	1	-7	0.6	0	4	0.3	-2	-3	6
25	Cc1ccc2cc(CN(CCN3CCOCC3)Cc3nnnn3Cc3ccco3)c(=O)[nH]c2c1C	0	1	nt	nt	5	1.0	nt	nt	-2
26	Cc1ccc(NC(=S)NNC(=O)c2nn(C)cc2Cl)cc1	1	-3	0.5	8	-10	0.0	-11	7	4
27	Cc1coc2cc3oc(=O)c(CCC(=O)NCCN4CCOCC4)c(C)c3cc12	3	-2	0.0	2	-18	-0.3	4	nt	6
28	COc1ccc(/C=N\NC(=O)c2cc(O)c(O)c(O)c2)cc1CN1CCN(c2ccc(F)cc2)CC1	-1	-7	-0.9	-19	-16	-1.5	5	25	7
29	CN1C(=O)/C(=C\c2ccncc2)SC1=Nc1ccccc1	1	-2	5.3	16	-18	-0.2	-4	-17	0
30	O=C1c2ccccc2C(=O)N1CCc1csc(-c2cccc(Cl)c2)n1	9	-2	1.0	9	-1	0.8	-12	-9	-7
31	COC(=O)c1cc2sccc2n1Cc1ccc(C)cc1	6	-1	-0.1	6	34	0.5	-13	-23	2
32	O=C1NC2=C(C(=O)OC2)C(c2ccc(OC(F)(F)F)cc2)N1 (configuration not stated)	1	-2	-0.4	-2	-1	0.6	-2	-15	-4
33	CCc1ccccc1NC(=O)CSc1nnc2ccc3ccccc3n12	0	1	-0.6	7	7	-0.2	nt	-8	0
34	O=C(c1cccc(Oc2c(Cl)cccc2[N+](=O)[O-])c1)N1CCOCC1	6	5	0.2	1	-6	-0.3	-3	-2	-2
35	Nc1ccccc1C(O)(Cc1ccccc1)c1ccccc1 (configuration not stated)	2	-6	0.5	3	-6	-0.2	-22	-16	11
36	O=C(NCc1ccccc1)c1ccc(-c2ccccc2F)o1	5	-2	-2.1	32*	-16	0.7	24	-9	-2
37	CCc1nn(CCCC(=O)N2CCc3ccccc3C2)c(=O)c2cc3occc3n12	2	-6	-0.7	5	-12	-0.4	-7	-4	-6
38	O=C(O)c1nccnc1C(=O)NCc1csc2ccc(Cl)cc12	1	-16	0.6	-1	-9	0.2	1	3	2
39	COc1ccc(OC)c(Nc2nc(NCc3ccco3)c3ccccc3n2)c1	1	-9	1.0	-10	-27	0.1	-4	-2	-3
40	COc1ccc(NC2CS(=O)(=O)CC2NCc2ccccc2)cc1 (configuration not stated)	0	-3	-0.6	4	4	-0.2	23	0	16

Ordered by the number under TRHR ag (rising): some entries from above
| item | compound | D1 ag | D1 potentiator | D2 PAM | D1 antagonist | TRHR ag | D2 antagonist | RXFP1 antag | TRHR PAM |
| --- | --- | --- | --- | --- | --- | --- | --- | --- | --- |
| 39 | COc1ccc(OC)c(Nc2nc(NCc3ccco3)c3ccccc3n2)c1 | 1 | -9 | -10 | -27 | 0.1 | -4 | -2 | -3 |
| 2 | Fc1ccccc1-c1csc(=Nc2cccnc2)n1CCCn1ccnc1 | 9 | -7 | -5 | 14 | 0.4 | 0 | 3 | -1 |
| 30 | O=C1c2ccccc2C(=O)N1CCc1csc(-c2cccc(Cl)c2)n1 | 9 | -2 | 9 | -1 | 0.8 | -12 | -9 | -7 |

(listing goes on)
item	canonical_smiles	D1 ag	D1 potentiator	D2 ag	D2 PAM	D1 antagonist	TRHR ag	D2 antagonist	RXFP1 antag	TRHR PAM
41	COCCCNC(=O)C1CCCCN1S(=O)(=O)c1ccc(F)cc1 (configuration not stated)	2	-6	0.9	-1	-4	-0.6	-17	-7	-8
42	O=C(CN1CCN(Cc2ccccc2)CC1)NCC1COc2ccccc2O1 (configuration not stated)	-1	0	0.2	-9	3	0.0	9	-7	-8
43	CCc1nc2ccccc2c(C(=O)O)c1C	2	-3	0.1	7	3	-0.6	-20	6	-3
44	CC(=O)Nc1c(C)nn(-c2ccccc2)c1N1CCC(C(=O)NCc2ccc(F)cc2)CC1	1	3	0.8	3	11	0.4	nt	-3	2
